SMARCA2 activ – SMARCA2 function activation, primary screen | activation, % at 9.1 µM | 1% of 370,000 active | MG213 cells, MMTV-luciferase reporter, dexamethasone, overnight; in the data active = activation above about 7.8%;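 note: 0% = vehicle wells and 100% = reference activator wells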
hgDAF12 agonist – activates the H. glycines DAF-12 receptor ligand-binding domain; HEK293 GAL4-hgDAF12 UAS-luciferase reporter, agonist luminescence; normalized to butyrate control; activation, % at 6.8 µM; 1.8% of 370,000 active;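 active = activation above a cutoff set at the mean of all screened compounds plus 3 SD, cut at about 10% in these data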;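 note: 0% = DMSO wells and 100% = sodium butyrate wells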
ADAM10 inh – inhibitors of human ADAM10. O14672. recombinant ADAM10, EDANS/DABCYL FRET peptide cleavage, 3 h. inhibition, % at 7 µM. 0.62% of 370,000 active;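 active = inhibition above a per-campaign cutoff equal to the mean of compounds falling between control-based bounds plus 3 SD, cut at about 20% in these data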;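 note: 0% = DMSO wells while the 100% control is not disclosed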
FXN GAA850 act – increases GAA850 frataxin promoter reporter activity; HEK293 lucGAA850 FXN promoter luciferase reporter, 24 h; percent of 10 µM SAHA response; activation, % at 6 µM; 0.56% of 360,000 active;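 active = activation above the average of all compounds screened plus 3 SD, cutoff fixed separately per campaign, cut at about 7.5% in these data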;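 note: 0% = DMSO wells and 100% = 10 µM SAHA wells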
hcDAF12 agonist – H. contortus DAF-12 activation, primary screen; HEK293 hcDAF-12 lit1-tk-luc reporter, luminescence; 0% DMSO, 100% Δ7-dafachronic acid; activation, % at 6.8 µM; 1.4% of 370,000 active; AID 652067;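 active = activation above the mean of all tested compounds plus 3 SD, cut at about 5.5% in these data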;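 note: 100% = response to 3 µM Δ7-dafachronic acid high control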
DAX1 inh-1 – inhibits human nuclear receptor DAX1 | HEK293 Gal4-DAX1 luciferase reporter, luminescence | inhibition, % at 6.75 µM | 0.99% of 340,000 active | AID 504766;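 active = inhibition above the mean over all tested compounds plus 3 SD, cut at about 4.2% in these data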;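 note: 0% = DAX1-transfected cells with DMSO and 100% = empty-vector control cells with DMSO; inhibition shows as a rise in luminescence from relieved DAX1 repression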
ssDAF-12 act – S. stercoralis DAF-12 activation, primary screen | activation, % at 6.8 µM | HEK293 ssDAF-12/GRIP1 lit1-tk-luc reporter, luminescence; % of 3 µM dafachronic acid response | 1% of 370,000 active;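 active = activation above the mean over all tested compounds plus 3 SD, cut at about 0.9% in these data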;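 note: 0% = DMSO-only wells and 100% = 3 µM delta7-dafachronic acid wells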
PG9 Ab binder – PG9 antibody binding by small molecule; TR-FRET gp120-PG9 antibody binding; inhibition, % at 6.7 µM; 0.43% of 360,000 active; in the data active = inhibition above about 8.5%
GC-A act – GC-A (human) enzyme activation. P16066. HEK293 GC-A cells, cGMP TR-FRET, EC30 ANP; 0% at EC30 ANP, 100% saturating ANP. activation, % at 10 µM. 0.14% of 370,000 active; in the data active = activation above about 40%
Target sequence (P16066 whole entry, looked up): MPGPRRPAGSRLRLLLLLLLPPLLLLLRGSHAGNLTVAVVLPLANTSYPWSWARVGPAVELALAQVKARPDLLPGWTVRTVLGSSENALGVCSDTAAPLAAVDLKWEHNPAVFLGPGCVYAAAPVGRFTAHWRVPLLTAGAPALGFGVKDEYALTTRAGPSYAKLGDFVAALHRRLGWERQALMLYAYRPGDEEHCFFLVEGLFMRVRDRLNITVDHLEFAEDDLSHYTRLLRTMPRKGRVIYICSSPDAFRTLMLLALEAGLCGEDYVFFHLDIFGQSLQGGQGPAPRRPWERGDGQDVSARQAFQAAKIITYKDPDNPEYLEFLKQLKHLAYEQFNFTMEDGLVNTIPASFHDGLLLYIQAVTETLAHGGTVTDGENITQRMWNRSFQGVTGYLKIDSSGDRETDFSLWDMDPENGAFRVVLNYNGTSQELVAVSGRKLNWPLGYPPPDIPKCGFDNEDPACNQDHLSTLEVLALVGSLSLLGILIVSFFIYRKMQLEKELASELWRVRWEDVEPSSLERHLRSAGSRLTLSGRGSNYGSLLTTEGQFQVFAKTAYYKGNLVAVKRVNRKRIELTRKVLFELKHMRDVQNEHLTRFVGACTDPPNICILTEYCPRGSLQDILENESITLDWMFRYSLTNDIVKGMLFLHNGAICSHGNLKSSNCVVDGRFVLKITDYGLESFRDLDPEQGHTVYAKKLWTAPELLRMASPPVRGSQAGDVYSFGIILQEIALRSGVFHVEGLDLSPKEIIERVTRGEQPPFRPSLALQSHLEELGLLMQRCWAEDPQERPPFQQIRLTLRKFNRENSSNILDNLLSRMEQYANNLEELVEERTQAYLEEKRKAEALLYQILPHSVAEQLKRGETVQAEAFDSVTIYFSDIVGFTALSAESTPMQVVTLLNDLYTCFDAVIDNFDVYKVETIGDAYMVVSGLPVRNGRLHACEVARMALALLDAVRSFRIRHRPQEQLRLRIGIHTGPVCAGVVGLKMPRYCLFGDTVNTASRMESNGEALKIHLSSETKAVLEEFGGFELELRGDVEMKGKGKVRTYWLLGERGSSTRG
ADAM17 inh – ADAM17 inhibition, QFRET primary screen | recombinant ADAM17, EDANS/DABCYL FRET peptide cleavage | AID 720648 | 0.83% of 370,000 active | P78536 | inhibition, % at 6.95 µM;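 active = inhibition above the mean of compounds lying between control limits plus 3 SD, set per campaign, cut at about 8.5% in these data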;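 note: 0% = DMSO-only wells as the low control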
DAX1 inh-2 – inhibitors of DAX1 repression of SF-1 activated StAR promoter. HEK293T StAR-luciferase reporter, SF-1/DAX-1 repression relief. inhibition, % at 6.8 µM. 1.1% of 370,000 active. AID 652010;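 active = inhibition above the mean over all tested compounds plus 3 SD, cut at about 3.6% in these data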;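 note: 0% = DAX-1 cells with DMSO and 100% = cells lacking DAX-1 with DMSO; higher inhibition means more luminescence from relief of DAX-1 repression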
* hit, by the source's call.

Results for CC(COc1ccccc1C#N)CN1CCC(C(O)(c2ccccc2)c2ccccc2)CC1 (stereo not drawn) ?
SMARCA2 activ: -3; hgDAF12 agonist: 1.1; ADAM10 inh: 4; hcDAF12 agonist: -1.6; ssDAF-12 act: -0.9; GC-A act: -27; ADAM17 inh: 2; DAX1 inh-2: 0.4

What do the screens show for `Cc1ccc(C)c(N2CCN(C(c3ccccc3)c3nnnn3C(C)(C)C)CC2)c1` (stereo not drawn)?
SMARCA2 activ: 1; hgDAF12 agonist: 0.4; ADAM10 inh: 1; hcDAF12 agonist: -0.5; ssDAF-12 act: -0.8; PG9 Ab binder: 0.2; GC-A act: -3; ADAM17 inh: 4; DAX1 inh-2: 0.2

What do the screens show for `NS(=O)(=O)c1ccc(-c2ccc(/C=C3\NC(=S)NC3=O)o2)cc1`?
SMARCA2 activ: 3; hgDAF12 agonist: -0.1; ADAM10 inh: -7; FXN GAA850 act: 0.5; hcDAF12 agonist: -0.4; DAX1 inh-1: -0.8; ssDAF-12 act: -1.2; PG9 Ab binder: -6.3; GC-A act: -2; ADAM17 inh: 1; DAX1 inh-2: -0.6

What do the screens show for `CC1(C)CC(=O)C2=C(C1)OC(N)=C(C#N)C2c1ccc[nH]1` (stereo not drawn)?
SMARCA2 activ: 4; hgDAF12 agonist: -1.2; ADAM10 inh: -11; FXN GAA850 act: 1.2; hcDAF12 agonist: -1.0; DAX1 inh-1: -0.6; ssDAF-12 act: -1.7; PG9 Ab binder: -5.9; GC-A act: -1; ADAM17 inh: -2; DAX1 inh-2: 0.2

What do the screens show for `CC1CCN(S(=O)(=O)c2ccc(C(=O)N(C)C3CCS(=O)(=O)C3)cc2)CC1` (stereo not drawn)?
SMARCA2 activ: -2; hgDAF12 agonist: 2.7; ADAM10 inh: 1; FXN GAA850 act: 1.0; hcDAF12 agonist: 0.9; DAX1 inh-1: -0.8; ssDAF-12 act: -0.3; PG9 Ab binder: 1.4; GC-A act: 2; ADAM17 inh: -6; DAX1 inh-2: 0.8

What do the screens show for `Cc1[nH]c2ccccc2c1/C=N/NC(=O)c1cccc([N+](=O)[O-])c1`?
SMARCA2 activ: -1; hgDAF12 agonist: 3.2; ADAM10 inh: -1; FXN GAA850 act: 0.3; hcDAF12 agonist: 1.3; ssDAF-12 act: -0.5; PG9 Ab binder: -0.4; GC-A act: 1; ADAM17 inh: -3; DAX1 inh-2: 0.1

What do the screens show for `CC(C(=O)OCC(=O)Nc1ncc(Cl)cc1Cl)N1C(=O)c2ccccc2C1=O` (stereo not drawn)?
SMARCA2 activ: -2; hgDAF12 agonist: 0.7; ADAM10 inh: 9; FXN GAA850 act: 1.9; hcDAF12 agonist: -0.2; DAX1 inh-1: 0.5; ssDAF-12 act: -1.3; PG9 Ab binder: 0.9; GC-A act: -5; ADAM17 inh: 7; DAX1 inh-2: 0.0

How did Nc1ccc(S(=O)(=O)NCC(=O)OCCOc2ccccc2)cc1[N+](=O)[O-] do in these assays?
SMARCA2 activ: 0; hgDAF12 agonist: -1.2; ADAM10 inh: -1; FXN GAA850 act: -2.1; hcDAF12 agonist: 0.1; DAX1 inh-1: 0.2; ssDAF-12 act: -0.7; PG9 Ab binder: -2.4; GC-A act: -5; ADAM17 inh: 3; DAX1 inh-2: -0.1

What do the screens show for `C=CCOc1ccc(/C(O)=C2/C(=O)C(=O)N(CCCn3ccnc3)C2c2cccs2)cc1` (stereo not drawn)?
SMARCA2 activ: 6; hgDAF12 agonist: 5.7; ADAM10 inh: -10; FXN GAA850 act: 6.9; hcDAF12 agonist: -0.3; DAX1 inh-1: 0.0; ssDAF-12 act: -0.2; PG9 Ab binder: 3.5; GC-A act: -2; ADAM17 inh: -1; DAX1 inh-2: 1.1

How did Cc1ccc(NC(=O)c2ccc(C)c(NC3=NC4CS(=O)(=O)CC4S3)c2)cc1C (stereo not drawn) do in these assays?
SMARCA2 activ: -3; hgDAF12 agonist: -0.1; ADAM10 inh: -6; FXN GAA850 act: 0.4; hcDAF12 agonist: -1.3; DAX1 inh-1: 0.2; ssDAF-12 act: -1.4; PG9 Ab binder: 0.1; GC-A act: 2; ADAM17 inh: -4; DAX1 inh-2: 0.4

What do the screens show for `Cc1cc(C)c(S(=O)(=O)NCC(CCC(=O)O)C(F)(F)F)c(C)c1` (stereo not drawn)?
SMARCA2 activ: -2; hgDAF12 agonist: -0.4; ADAM10 inh: 7; FXN GAA850 act: 0.0; hcDAF12 agonist: 0.8; DAX1 inh-1: -1.1; ssDAF-12 act: -1.0; PG9 Ab binder: -1.8; GC-A act: 1; ADAM17 inh: -3; DAX1 inh-2: -0.4

What do the screens show for `CN(CCC#N)C(=O)COC(=O)[C@H](Cc1ccccc1)N1C(=O)c2ccccc2C1=O`?
SMARCA2 activ: 1; hgDAF12 agonist: -2.0; ADAM10 inh: -1; FXN GAA850 act: 0.5; hcDAF12 agonist: -1.4; DAX1 inh-1: 2.0; ssDAF-12 act: -0.6; PG9 Ab binder: -2.1; GC-A act: 3; ADAM17 inh: -5; DAX1 inh-2: 0.1

Results for COc1ccc(C(=O)NC(C)c2nccs2)cc1OC1CCN(C(C)C)CC1 (stereo not drawn) ?
SMARCA2 activ: -1; hgDAF12 agonist: -0.3; ADAM10 inh: -2; FXN GAA850 act: 0.0; hcDAF12 agonist: -2.9; DAX1 inh-1: 0.8; ssDAF-12 act: -0.8; PG9 Ab binder: -0.1; GC-A act: 1; ADAM17 inh: -1; DAX1 inh-2: 0.6

How did COc1ccc(CNC(=O)O[C@H]2Cn3c(=O)ccc(=O)n3[C@@H]3CN(S(=O)(=O)c4ccc(C)cc4)C[C@]23O)cc1OC do in these assays?
SMARCA2 activ: 4; hgDAF12 agonist: 0.1; ADAM10 inh: -1; FXN GAA850 act: -0.3; hcDAF12 agonist: -0.3; DAX1 inh-1: 0.8; ssDAF-12 act: -1.0; PG9 Ab binder: -0.4; GC-A act: 2; ADAM17 inh: -1; DAX1 inh-2: -0.4

What do the screens show for `COc1cccc(/C=C/C(=O)OCC(=O)NC2CCCC2)c1`?
SMARCA2 activ: -1; hgDAF12 agonist: -0.6; ADAM10 inh: -119; FXN GAA850 act: 0.1; hcDAF12 agonist: -0.8; DAX1 inh-1: -0.7; ssDAF-12 act: -0.9; PG9 Ab binder: 1.1; GC-A act: -2; ADAM17 inh: -32; DAX1 inh-2: -1.5

What do the screens show for `COc1cc2c(cc1OC)C1(Nc3c-2c(-c2ccccc2)nn3-c2ccccc2)C(=O)Nc2ccccc21` (stereo not drawn)?
SMARCA2 activ: 0; hgDAF12 agonist: -1.8; ADAM10 inh: -29; FXN GAA850 act: 6.5; hcDAF12 agonist: 0.2; DAX1 inh-1: -1.5; ssDAF-12 act: -1.2; PG9 Ab binder: 1.2; GC-A act: -30; ADAM17 inh: -7; DAX1 inh-2: -0.6

What do the screens show for `COc1ccc(N2CCN(CC(=O)NCc3ccccc3)CC2)cc1`?
SMARCA2 activ: -2; hgDAF12 agonist: 0.6; ADAM10 inh: -12; FXN GAA850 act: 2.4; hcDAF12 agonist: 0.3; DAX1 inh-1: -2.1; ssDAF-12 act: -0.9; PG9 Ab binder: -2.9; GC-A act: -4; ADAM17 inh: -6; DAX1 inh-2: -0.7

What do the screens show for `COc1ccc(F)c(CN2CCC(N3CCC(C(=O)N4CCOCC4)CC3)CC2)c1`?
SMARCA2 activ: -4; hgDAF12 agonist: 3.3; ADAM10 inh: 2; FXN GAA850 act: -1.3; hcDAF12 agonist: 1.6; DAX1 inh-1: -1.1; ssDAF-12 act: -1.5; PG9 Ab binder: -1.2; GC-A act: 4; ADAM17 inh: -2; DAX1 inh-2: 0.1

Results for Cc1cccc(C2=NN(c3ccccc3)[C@@H](C(=O)N3CCOC3=O)[C@@H]2C)c1 ?
SMARCA2 activ: 0; hgDAF12 agonist: 1.9; ADAM10 inh: -62; FXN GAA850 act: -2.2; hcDAF12 agonist: 2.1; DAX1 inh-1: 0.0; ssDAF-12 act: -0.8; PG9 Ab binder: -0.8; GC-A act: -2; ADAM17 inh: -17; DAX1 inh-2: 3.7*

Results for CCn1c(SCC(=O)N/N=C/C=C/c2ccco2)nc2ccccc21 ?
SMARCA2 activ: 5; hgDAF12 agonist: -2.1; ADAM10 inh: 3; FXN GAA850 act: 1.8; hcDAF12 agonist: -1.3; DAX1 inh-1: 0.5; ssDAF-12 act: -1.2; PG9 Ab binder: -4.4; GC-A act: -8; ADAM17 inh: 0; DAX1 inh-2: -0.5

What do the screens show for `CC(=O)c1ccc(C(=O)N2CCC(n3nccc3NC(=O)C3CC3)CC2)cc1`?
SMARCA2 activ: 0; hgDAF12 agonist: -0.5; ADAM10 inh: -10; FXN GAA850 act: 0.3; hcDAF12 agonist: -0.4; DAX1 inh-1: 2.2; ssDAF-12 act: -0.5; PG9 Ab binder: -2.0; GC-A act: 3; ADAM17 inh: -2; DAX1 inh-2: -0.1

What do the screens show for `CCN(CC(=O)Nc1ccc(OC)cc1)C(=O)c1ccc(N2C(=O)CCC2=O)cc1`?
SMARCA2 activ: -2; hgDAF12 agonist: 0.8; ADAM10 inh: -10; FXN GAA850 act: -1.3; hcDAF12 agonist: -0.8; DAX1 inh-1: 0.6; ssDAF-12 act: -0.6; PG9 Ab binder: -1.5; GC-A act: 0; ADAM17 inh: -2; DAX1 inh-2: -0.9

How did CCOC(=O)C1CCCN(c2nnnn2-c2ccccc2)C1 (stereo not drawn) do in these assays?
SMARCA2 activ: 2; hgDAF12 agonist: 0.4; ADAM10 inh: 4; FXN GAA850 act: -2.2; hcDAF12 agonist: 1.1; DAX1 inh-1: -0.2; ssDAF-12 act: -1.0; PG9 Ab binder: -1.6; GC-A act: 3; ADAM17 inh: -4; DAX1 inh-2: -0.1

What do the screens show for `CC(C)(C)OC(=O)C[C@@H]1C/C=C\C[C@H](CC(=O)N(CCO)Cc2ccccc2)C(=O)N[C@@H](c2ccccc2)COC1=O`?
SMARCA2 activ: 1; hgDAF12 agonist: -1.1; ADAM10 inh: 4; FXN GAA850 act: 0.2; hcDAF12 agonist: -1.7; DAX1 inh-1: 0.0; ssDAF-12 act: -1.4; PG9 Ab binder: -1.1; GC-A act: 1; ADAM17 inh: 2; DAX1 inh-2: -0.2

How did O=C(NNS(=O)(=O)c1ccc(F)cc1)C1CCCCC1 do in these assays?
SMARCA2 activ: 1; hgDAF12 agonist: -0.6; ADAM10 inh: 6; FXN GAA850 act: -0.5; hcDAF12 agonist: -0.7; DAX1 inh-1: -0.7; ssDAF-12 act: -1.3; PG9 Ab binder: -0.8; GC-A act: -1; ADAM17 inh: 0; DAX1 inh-2: 0.4

What do the screens show for `Cc1ccnc(NS(=O)(=O)c2ccc(NC(=O)c3ccccc3F)cc2)n1`?
SMARCA2 activ: 0; hgDAF12 agonist: 1.4; ADAM10 inh: -1; FXN GAA850 act: 0.4; hcDAF12 agonist: 0.0; DAX1 inh-1: -0.2; ssDAF-12 act: -1.1; PG9 Ab binder: -1.9; GC-A act: -3; ADAM17 inh: -2; DAX1 inh-2: 0.7
